TCR act: Activators of T cell receptors: qHTS campaign. 330,000 tested, under 10 active. Potency, µM (titrated, usually from 9.22 µM), inactives show top-dose activation of IL-2 secretion, most hits filed as activators. primary human leukocytes, anti-CD3, IL-2 HTRF, 48 h; also: % of control where 0% means no effect
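Using a-CD3 beads without co-stimulation, primary human leukocytes were exposed to compounds for 48 hr. An HTRF IL-2 kit measured the cytokine, with europium-to-d2 energy transfer producing emission at 665nm upon 320nm excitation.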
Eya2 inh: qHTS Assay for Inhibitors of the Phosphatase Activity of Eya2; recombinant Eya2, OMFP fluorescence dephosphorylation (OMFP is methylfluorescein phosphate); hit rate 0.006% among 330,000; Potency, µM (doses to about 76.9 µM), without a hit: top-dose activity, negative = inhibition, hits mostly inhibitors; AID 488837, 2010; Protein phosphatase EYA2 (Homo sapiens), O00167; also: potency is read from the fitted curve at half-maximal effect; % is scaled to controls: 0 for no effect and ±100 for the full control effect
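Eya2 (0.2 uM) preincubated 10 min at ambient with compound, then OMFP substrate added at 50 uM; 10 min reaction in 50 mM HEPES pH 7.5, 50 mM NaCl, 5 uM MgCl2, 0.05% BSA, 1 mM DTT. Fluorescence read at Ex 485/Em 525 nm.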
AT treatment: qHTS Assay for Identifying a Potential Treatment of Ataxia-Telangiectasia; hit rate 0.19% among 320,000; […] A-T fibroblasts, KAP-1 phosphorylation AlphaLISA; neocarzinostatin DNA damage 30 min before lysis; Potency, µM (series often up to 57.5 µM), inactives show at the top dose activation, most hits filed as activators; also: potency is read from the fitted curve at half-maximal effect; % of control where 0% means no effect; nearly all actives have a fitted effect of over 45% in size
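hTERT-immortalized A-T patient fibroblasts ([…]), 500 cells/well in OPTI-MEM, 1% FBS, got compounds for 60 min, then NCS for 30 min at 37C. Lysates were then assayed for phospho-KAP-1 by AlphaLISA (anti-pKAP1 donor, anti-KAP1 acceptor beads), 6 hr at 25C.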
KCNH2 3.1 inh: qHTS for Inhibitors of KCHN2 3.1: Mutant qHTS. Potassium voltage-gated channel subfamily H member 2, brain isoform KCNH2 3.1 (human). U2OS KCNH2 3.1, thallium flux FluxOr; active compounds read low. activity change, % (tested at about 1.8 µM). hit rate 0.95% among 340,000. AID 720553, 2013;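 active = maximum activity change below -70%; inconclusive = maximum activity change from -70% to -50%; inactive = maximum activity change above -50%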;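 also: thallium influx rate constant from kinetic fluorescence after stimulation buffer; % is scaled to controls: 0 for no effect and ±100 for the full control effect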
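Thallium flux read-out: FluxOr dye with Red40 quencher in HBSS/HEPES, 45 min at RT. Rate constants from kinetic reads were normalized to positive and negative DMSO controls. Cells: U2OS virally expressing the 3.1 isoform.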
USP2a block: qHTS Assay for Inhibitors of Ubiquitin-specific Protease USP2a Using CHOP2 as the Reporter; Potency, µM (titrated, usually from 38.3 µM), inactives show at the top dose activity change, negative = inhibition, actives largely listed as inhibitors; AID 463254, 2010; USP2 core, Ub-CHOP2 coupled fluorogenic reporter, 485/531; hit rate 0.01% among 330,000;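 also: potency is read from the fitted curve at half-maximal effect; plate controls were DMSO wells for no effect and full inhibition by NEM control for full effect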
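Cell-free coupled assay: 10nM USP2 core preincubated 30min RT with compound in Tris-HCl pH 8.0/CaCl2/CHAPS buffer, then 25nM Ub-CHOP2 and 25nM reporter substrate; fluorescence (Ex 485/Em 531) read after 60min RT, normalized to NEM inhibition, concentration-response curves fitted.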
TRPV1 agonist: HTS Assay for Compounds that Act as Agonists of the Vanilloid Receptor 1; activation, % at 8.33 µM; TRPV1-expressing cells, Fluo-8 calcium influx, agonist mode; Transient receptor potential cation channel subfamily V member 1 (Homo sapiens), Q8NER1; hit rate 0.19% among 320,000; in the data active = activation above about 80%; inconclusive = between about 30% and that limit; also: 0% is about no effect
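Cells expressing TRPV1 were dye-loaded with Fluo-8 and read kinetically: 10 s baseline, 3 min after compound (agonist portion), then 2 min after EC20 capsaicin (allosteric enhancer portion). Calcium-bound dye fluorescence at 480/520 nm.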
KCNH2 WT inh: qHTS for Inhibitors of KCHN2 3.1: Wildtype qHTS | U2OS, BacMam KCNH2, thallium flux FluxOr; active compounds read low | activity change, % at 1.84 µM | hit rate 0.37% among 340,000 | AID 720551, 2013;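 active = maximum activity change below -70%; inconclusive = maximum activity change between -70% and -50%; inactive = maximum activity change above -50%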; also: % is scaled to controls: 0 for no effect and ±100 for the full control effect
Target sequence (Q12809 whole entry, looked up): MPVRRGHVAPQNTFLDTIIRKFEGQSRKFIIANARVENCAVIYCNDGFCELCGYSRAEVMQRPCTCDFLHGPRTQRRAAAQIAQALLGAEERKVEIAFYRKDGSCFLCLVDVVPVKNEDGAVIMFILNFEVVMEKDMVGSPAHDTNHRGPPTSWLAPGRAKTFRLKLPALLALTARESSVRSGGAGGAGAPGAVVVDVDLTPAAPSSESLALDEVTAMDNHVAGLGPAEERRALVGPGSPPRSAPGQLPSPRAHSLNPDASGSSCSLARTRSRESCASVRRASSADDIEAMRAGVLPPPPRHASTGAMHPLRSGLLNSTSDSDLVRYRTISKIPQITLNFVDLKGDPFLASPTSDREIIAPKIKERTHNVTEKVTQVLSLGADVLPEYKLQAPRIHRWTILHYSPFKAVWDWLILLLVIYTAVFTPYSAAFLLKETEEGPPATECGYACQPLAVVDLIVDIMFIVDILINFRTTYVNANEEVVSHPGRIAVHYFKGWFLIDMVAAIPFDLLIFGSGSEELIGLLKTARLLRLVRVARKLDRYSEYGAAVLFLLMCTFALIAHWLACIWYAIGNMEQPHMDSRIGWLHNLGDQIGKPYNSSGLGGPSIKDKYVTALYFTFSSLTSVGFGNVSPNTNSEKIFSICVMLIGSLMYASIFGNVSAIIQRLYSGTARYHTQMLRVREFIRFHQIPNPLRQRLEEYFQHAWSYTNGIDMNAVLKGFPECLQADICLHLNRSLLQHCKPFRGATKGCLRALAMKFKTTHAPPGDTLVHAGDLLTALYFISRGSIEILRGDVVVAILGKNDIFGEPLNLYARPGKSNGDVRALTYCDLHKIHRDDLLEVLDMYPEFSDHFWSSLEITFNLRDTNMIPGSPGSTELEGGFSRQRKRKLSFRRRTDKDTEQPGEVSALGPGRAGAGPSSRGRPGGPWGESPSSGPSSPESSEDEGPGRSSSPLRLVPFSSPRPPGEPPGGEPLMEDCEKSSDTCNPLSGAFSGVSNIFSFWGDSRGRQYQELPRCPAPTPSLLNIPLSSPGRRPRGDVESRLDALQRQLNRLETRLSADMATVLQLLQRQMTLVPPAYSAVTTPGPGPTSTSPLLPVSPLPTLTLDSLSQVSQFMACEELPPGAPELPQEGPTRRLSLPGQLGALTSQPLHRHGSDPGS
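U2OS cells transduced with wild-type KCNH2 virus are loaded with FluxOr dye for 45 min, and thallium flux is measured in kinetic reads before and after stimulation buffer. Rate constants are normalized to DMSO controls.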
Mito fusion yeast: qHTS Assay for Small Molecule Inhibitors of Mitochondrial Division or Activators of Mitochondrial Fusion; S. cerevisiae fusion-defective mutant growth rescue, CellTiterGlo 48 h; Potency, µM (top dose mostly 46.1 µM), for inactives: top-dose growth rescue (activation), hits mostly activators; hit rate 0.23% among 320,000;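 also: potency is read from the fitted curve at half-maximal effect; % of control where 0% means no effect; nearly all actives have a fitted effect of over 45% in size; temperature-sensitive fusion mutants such as fzo1-1 at 37 °C on non-fermentable ethanol glycerol medium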
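Growth-rescue viability read-out: after 48 h at the non-permissive 37C in glycerol/ethanol YPEG, yeast mitochondrial fusion mutants are measured by CellTiterGlo luminescence; compounds (23 nl pinned per well) restoring growth score as division inhibitors or fusion activators.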
TSHR antagonist: Antagonists of the Thyroid Stimulating Hormone Receptor: HTS campaign | activity change, negative = inhibition, % at 11.5 µM | TSHR-expressing cells, TSH-stimulated cAMP HTRF, 2 h; active compounds read low | Thyrotropin receptor (Homo sapiens), P16473 | hit rate 0.2% among 330,000;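 active = activity change below a set negative limit, meaning inhibition stronger than a set level, cut at about -70% in these data; inconclusive = activity change between two set negative limits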; also: % is scaled to controls: 0 for no effect and ±100 for the full control effect
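Antagonism was scored as loss of TSH-driven cAMP in TSHR cells, stimulated with 4nM TSH (EC80) for 2 hours at 37 deg C and detected by homogeneous HTRF competition immunoassay.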
ELG1 repair inh: qHTS screen for small molecules that inhibit ELG1-dependent DNA repair in human embryonic kidney (HEK293T) cells expressing luciferase-tagged ELG1 | HEK293T ELG1-luciferase reporter, luminescence, 16 h; DNA damage induced by 5-fluorouridine | Potency, µM (titrated, usually from 46.1 µM), for inactives: at the top dose activity change, negative = inhibition, most hits filed as inhibitors | hit rate 2.3% among 330,000 | AID 504467, 2011; also: potency is read from the fitted curve at half-maximal effect; % is scaled to controls: 0 for no effect and ±100 for the full control effect; nearly all actives have a fitted effect of over 55% in size
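5-Fluorouridine DNA damage + compound/DMSO, 2,000 cells/well, 16 h, 37 °C/5% CO2. ONE-Glo, 30 min RT, luminescence. Readout = decrease in reporter signal.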
Numbers without * were called inactive; ? = inconclusive; . = no result given; & = joins results of further samples; [ ] = remark or other dose. Unless noted, calls follow the shape of the dose curve; as a rule, active = well fitted curve in the direction sought with a large enough effect; inconclusive = small, poorly fitted or top-dose-only effect, or another doubt; inactive = no such curve, though single readings can be large; an effect the other way counts as inactive or inconclusive. An excerpt. The share of hits here may be higher or lower than overall.

SMILES | TCR act | Eya2 inh | AT treatment | KCNH2 3.1 inh | USP2a block | TRPV1 agonist | KCNH2 WT inh | Mito fusion yeast | TSHR antagonist | ELG1 repair inh
COc1ccc(N(CN2C(=O)c3ccccc3C2=O)C(=O)C(C)C)cc1 | -1% | 2% | 4% | -2 | 0% | 10 | 5 | 8% | 7 | 8%
O=C(NN1CCCCC1)c1cccc2ccccc12 | 4% | 5% | 0% | -6 | 2% | 1 | 8 | -2% | -5 | 4%
O=C(Nc1ccc2nc(-c3ccccc3)oc2c1)c1ccco1 | -5% | -9% | 6% | -7 | 2% | 4 | 9 | 10% | -17 | ?
CN=c1nc(-c2ccccc2)n(-c2ccccc2)s1 | 57% | 2%&4% | -2% | -10 | 1% | 1 | -1 | ? | -16&-2 | ?
COc1ccc(Cl)cc1N1C(=NC(=O)C2CCCO2)SC2CS(=O)(=O)CC21 (configuration not stated) | 4% | -1% | -3% | 12 | 3% | -3 | 0 | -3% | 6 | 1%
O=C(NNc1ccc(Cl)cc1)C1CCC1 | -7% | -28% | -1% | 8 | -1% | 1 | -4 | 22% | 5 | -12%
COc1cc(C2C=C(Nc3ccccc3)C(=O)N2c2ccccc2)ccc1O (configuration not stated) | -2%[46.1 µM] | 0% | -8% | -7 | 1% | 8 | 6 | 3% | -7 | ?
O=S(=O)(NC1=NCCCCC1)c1ccc(Cl)cc1Cl | 0% | -3% | -1% | 7 | 3% | -3 | 5 | 2% | 3 | 13%
O=C(O)C1C2CCC(C2)C1C(=O)NCCc1ccc(F)cc1 (configuration not stated) | -1% | -7% | 1% | 22 | -1% | 1 | 41 | 1% | 3 | -4%
COC(=O)c1sc(SC)c(S(=O)(=O)C(C)C)c1N/N=C(\C#N)S(=O)(=O)c1ccccn1 | 4% | -2% | 9% | -4 | 0% | -4 | 0 | 4% | -3 | -2%
Cc1ccc(NC(=O)COC(=O)c2ccc(Br)o2)cc1S(=O)(=O)N1CCCCC1 | 2% | -14% | 3% | -10 | -5% | 3 | 16 | -7% | 2 | -5%
CCOc1ccc2c(c1)OC(c1ccc(OC)cc1)(C(F)(F)F)NC2=O (configuration not stated) | 0%[46.1 µM] | -7% | -1% | -10 | 0% | 2 | 27 | ? | -5 | ?
CCCCn1nnnc1SCC(=O)Nc1cccc(C)c1 | 7% | 3% | -6% | 0 | 1% | 4 | -3 | 1% | 2 | -4%
O=S(=O)(c1cc(F)ccc1F)N1CCC2(CC1)OCCO2 | -2% | 2% | 43% | 3 | 1% | ? | -13 | 0% | -16 | ?
Cc1[nH]nc2c1C(=O)CC(C)(C)C2 | -9% | 3% | 2% | 2 | 2% | 1 | 4 | -5% | 0 | ?
COc1ccc(N2CCN(C(=O)CCNS(=O)(=O)c3ccc(Br)s3)CC2)cc1 | 0% | -10% | -2% | -4 | 4% | -7 | -8 | 7% | -6 | ?
CC(NC(=O)COc1ccc(Br)cc1)C1CCCO1 (configuration not stated) | -2% | 4% | -2% | . | 1% | 17 | 16 | -1% | -9 | -5%
COC(CNC(=O)c1ccc2nc3ccccc3c(=O)n2c1)OC | -3% | 7% | 3% | 16 | -1% | 8 | -5 | -7% | 18 | ?
COc1cc(OC)c(C(=O)Nc2ccncc2)cc1OC | -1% | -4% | 17% | -18 | -4% | -7 | -18 | 0% | 3 | -2%
O=C1CC(c2ccccc2)CC2=C1C(c1ccccn1)Nc1ccccc1N2 (configuration not stated) | . | -3% | -4% | -8 | 5% | 1 | 8 | -1% | -3 | 0%
C#CCOCCOCCOCCNc1nc(N2CCN(C(=O)[C@H](CCCN=C(N)N)n3cc(C(N)[C@@H](C)CC)nn3)CC2)nc(N2CCN(C(=O)[C@H](CO)n3cc([C@@H](N)C(C)C)nn3)CC2)n1 (some centres not stated) | -2% | -7% | 9% | . | -6% | . | 1 | . | -3 | 1%
S=c1[nH]nc(-c2ccco2)n1/N=C/c1ccccc1Cl | 2%[46.1 µM] | 14% | -3% | 4 | 2% | -2 | -6 | 3% | 10 | -5%
CCN(C(=O)CSc1nnnn1-c1ccccc1)c1c(N)n(Cc2ccccc2)c(=O)[nH]c1=O | 2%[46.1 µM] | -3% | 9% | -1 | 4% | 6 | 9 | -2% | -2 | 6%
Cc1sc2ncn(CC(=O)NCCCN3CC(C)CC(C)C3)c(=O)c2c1S(=O)(=O)N1CC(C)CC(C)C1 (configuration not stated) | 0% | 11% | 2% | -16 | -1% | -1 | 14 | 4% | 14 | 14%
CC(C)On1c(SC(C)C)nc2ccccc2c1=O | 5% | -17% | 6% | 4 | 0% | 4 | -5 | -1% | 0 | -10%
COC(=O)c1ccccc1NC(=O)CSCC(=O)Nc1ccccc1OC | 1% | 9% | 2% | -19 | 8% | 0 | -12 | 2% | -1 | -7%
NC(=O)C1CCN(C(=O)COc2cccc3ccccc23)CC1 | 5% | 3% | . | 4 | -1% | 14 | -2 | 0% | 18 | 11%
O=C(NCc1ccc(Cl)cc1)c1cccc2c1C(=O)N(CC1CCCO1)C2 (configuration not stated) | 7% | 6% | 11% | 21 | -1% | 1 | 18 | 2% | -3 | ?
O=c1c2ccccc2n2c(-c3cccc(Cl)c3)nnc2n1Cc1ccccc1 | 2%[46.1 µM] | 1% | 0% | 7 | -1% | -4 | 12 | 10% | 39 | ?
COc1ccc(S(=O)(=O)NNC(=O)Nc2ccc(C)cc2)c(OC)c1 | 3% | 6% | 3% | . | 4% | 1 | 10 | -4% | 0 | 13%
Cc1cccc(NC(=S)N2CCCCCC2)c1C | -8% | -4% | -18% | -13 | -3% | 6 | -1 | -9% | 23 | ?
COc1ccc(C(=O)NCC2OCCc3ccccc32)cc1 (configuration not stated) | 1% | 2% | -5% | -7 | 2% | ? | -17 | -2% | 15 | ?
CCOc1ccc(NC(=O)c2ccc(CSc3nnnn3C)cc2)cc1 | -2%[46.1 µM] | 4% | 0% | 7 | -2% | 26 | -2 | -4% | 3 | 13%
CCC(C)N(C(=O)COC(=O)C1CCN(S(=O)(=O)c2ccc(C)c(C)c2)CC1)C1CCS(=O)(=O)C1 (configuration not stated) | -1% | -7% | -4% | 13 | -1% | 2 | 17 | -7% | 1 | 12%
CC(C)NC(=O)COC(=O)c1cncc(Br)c1 | -1% | -7% | 1% | 1 | 0% | 5 | 17 | 2% | 4 | 4%
CCN(CC(=O)NCc1cccs1)C(=O)c1cccc(S(=O)(=O)NC)c1 | 7% | 12% | -2% | -3 | 3% | 1 | 0 | -9% | -5 | 13%

3 compounds out of the list above, sorted by their value in TCR act, rising.
structure | TCR act | Eya2 inh | TRPV1 agonist | TSHR antagonist
Cc1cccc(NC(=S)N2CCCCCC2)c1C | -8% | -4% | 6 | 23
NC(=O)C1CCN(C(=O)COc2cccc3ccccc23)CC1 | 5% | 3% | 14 | 18
CCN(CC(=O)NCc1cccs1)C(=O)c1cccc(S(=O)(=O)NC)c1 | 7% | 12% | 1 | -5

Next compounds.
SMILES | TCR act | Eya2 inh | AT treatment | KCNH2 3.1 inh | USP2a block | TRPV1 agonist | KCNH2 WT inh | Mito fusion yeast | TSHR antagonist | ELG1 repair inh
CC(NC(=O)NC(=O)c1cccc([N+](=O)[O-])c1)C1CC1 (configuration not stated) | 1% | 5% | 35% | 13 | -2% | 7 | -1 | 2% | -3 | ?
CC(=O)N(C)N(C)c1cc(C)nc(N)n1 | 9% | 4% | -31% | 0 | 0% | -5 | 0 | 3% | 5 | ?
CN1C[C@@H]2C(c3ccc(C(F)(F)F)cc3)C3(c4ccccc4)CC2(C3)[C@H]1c1ccccc1 (some centres not stated) | 11% | ? | ? | 6 | 0% | 17 | -4 | -139%[inhibitor] | 62 | -4%
O=C(c1ccc(F)cc1F)N1CCN(c2ncccn2)CC1 | -3% | 0% | 1% | -4 | -3% | 5 | -10 | 2% | 4 | -6%
CCCn1c(SCC(=O)NCc2ccccc2Cl)n[nH]c1=O | 2% | -9% | 2% | 4 | 3% | -2 | 11 | 3% | -3 | -8%
Nc1ccccc1Nc1cccc(C(F)(F)F)c1 | -5% | 8% | -3% | -3 | 3% | 29 | 8 | -6% | -5 | ?
